BRCA1 expr up: activators of BRCA1 expression; MCF7-BRCA1-FFLuc reporter, luminescence, 48 h; response scale: scaled: vehicle 0%, 10 µM genistein 100%; Potency, µM (titrated, usually from 46.1 µM), without a hit: top-dose activation, actives largely listed as activators; actives 1.1% (n = 380,000); AID 624202; also: potency is read from the fitted curve at half-maximal effect; nearly all actives have a fitted effect of over 80% in size; some results filed as inactive show a strong effect at the top dose
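Cells: MCF7-BRCA1-FFLuc, 2000/well. Exposure: 48 h, 37 °C, 5% CO2. Read: luminescence, 15 min post-substrate. Controls: genistein 10 microM (maximal activation), DMSO (neutral).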
S-ASM inh: human S-ASM enzyme inhibition; Potency, µM (titrated, usually from 57.5 µM), inactives show at the highest dose activity change, negative = inhibition, actives largely listed as inhibitors; actives 0.006% (n = 340,000); P17405; placental ASM, HMU-PC fluorogenic substrate, 60 min; also: potency is read from the fitted curve at half-maximal effect
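Fluorogenic HMU-PC substrate (9 uM final) is turned over by placental ASM in 60 min at 37 C after a 10 min compound preincubation. Reaction ended by alkaline stop (pH 10), with fluorescence read at 386/447 nm.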
TRPV1 agonist: activates the human vanilloid receptor TRPV1; actives 0.19% (n = 320,000); Q8NER1; TRPV1-expressing cells, Fluo-8 calcium influx, agonist mode; activation, % at 8.33 µM; in the data active = activation above about 80%; inconclusive = between about 30% and that limit; also: 0% is about no effect
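Cells expressing TRPV1 were dye-loaded with Fluo-8 and read kinetically: 10 s baseline, 3 min after compound (agonist portion), then 2 min after EC20 capsaicin (allosteric enhancer portion). Calcium-bound dye fluorescence at 480/520 nm.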
Eya2 inh: inhibitors of human Eya2 phosphatase activity | O00167 | recombinant Eya2, OMFP fluorescence dephosphorylation (OMFP is methylfluorescein phosphate) | Potency, µM (highest dose often 76.9 µM), for inactives: top-dose activity, negative = inhibition, actives largely listed as inhibitors | actives 0.006% (n = 330,000) | AID 488837; also: potency is read from the fitted curve at half-maximal effect; % is scaled to controls: 0 for no effect and ±100 for the full control effect
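Eya2 protein (added as 0.2 uM solution) was preincubated with compound for 10 min at ambient temperature in 50 mM HEPES pH 7.5, 50 mM NaCl, 5 uM MgCl2, 0.05% BSA, 1 mM DTT. OMFP (added at 50 uM) then reacted 10 min; fluorescence read at 485/525 nm.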
TSG101-PTAP inh: blocks PTAP/TSG101 interaction to inhibit HIV-1 budding. AID 493005. Potency, µM (doses to about 115 µM), for the others: at the top dose activity change, negative = inhibition, most hits filed as inhibitors. Fluorescence polarization, FITC-PTAP peptide / Tsg101 binding. 340,000 tested, under 10 active. Q99816; active = well fitted inhibition curve with a large enough effect in the main read-out, with a control signal flat, not every such curve was filed as active; inconclusive = small, poorly fitted or top-dose-only effect, or effect the other way, or a change in a side signal; inactive = no such curve, though single readings can be large or run the other way; also: potency is read from the fitted curve at half-maximal effect; % of control where 0% means no effect
Target sequence (Q99816 whole entry, looked up): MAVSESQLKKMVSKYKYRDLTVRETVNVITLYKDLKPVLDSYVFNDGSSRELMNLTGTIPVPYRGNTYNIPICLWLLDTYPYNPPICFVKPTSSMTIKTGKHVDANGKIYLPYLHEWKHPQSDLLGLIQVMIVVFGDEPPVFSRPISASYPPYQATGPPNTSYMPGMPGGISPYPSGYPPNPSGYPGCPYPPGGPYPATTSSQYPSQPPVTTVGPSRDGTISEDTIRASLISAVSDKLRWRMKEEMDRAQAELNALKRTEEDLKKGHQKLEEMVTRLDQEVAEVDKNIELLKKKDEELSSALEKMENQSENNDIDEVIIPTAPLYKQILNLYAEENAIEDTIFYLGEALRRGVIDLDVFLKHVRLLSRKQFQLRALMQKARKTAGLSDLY
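Compounds were pin-transferred onto Tsg101 binding domain (10 uM final) in HEPES pH 7.5 buffer, then FITC-PTAP peptide was added at 50 nM final. After 20 min at RT, polarization reported peptide displacement across a qHTS concentration series.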
USP2a block: USP2a (human) protease inhibition | O75604 | USP2 core, Ub-CHOP2 coupled fluorogenic reporter, 485/531 | Potency, µM (top dose mostly 38.3 µM), inactives show at the highest dose activity change, negative = inhibition, actives largely listed as inhibitors | actives 0.01% (n = 330,000) | AID 463254;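 also: potency is read from the fitted curve at half-maximal effect; plate controls were DMSO wells for no effect and full inhibition by NEM control for full effect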
Target sequence (O75604 whole entry, looked up): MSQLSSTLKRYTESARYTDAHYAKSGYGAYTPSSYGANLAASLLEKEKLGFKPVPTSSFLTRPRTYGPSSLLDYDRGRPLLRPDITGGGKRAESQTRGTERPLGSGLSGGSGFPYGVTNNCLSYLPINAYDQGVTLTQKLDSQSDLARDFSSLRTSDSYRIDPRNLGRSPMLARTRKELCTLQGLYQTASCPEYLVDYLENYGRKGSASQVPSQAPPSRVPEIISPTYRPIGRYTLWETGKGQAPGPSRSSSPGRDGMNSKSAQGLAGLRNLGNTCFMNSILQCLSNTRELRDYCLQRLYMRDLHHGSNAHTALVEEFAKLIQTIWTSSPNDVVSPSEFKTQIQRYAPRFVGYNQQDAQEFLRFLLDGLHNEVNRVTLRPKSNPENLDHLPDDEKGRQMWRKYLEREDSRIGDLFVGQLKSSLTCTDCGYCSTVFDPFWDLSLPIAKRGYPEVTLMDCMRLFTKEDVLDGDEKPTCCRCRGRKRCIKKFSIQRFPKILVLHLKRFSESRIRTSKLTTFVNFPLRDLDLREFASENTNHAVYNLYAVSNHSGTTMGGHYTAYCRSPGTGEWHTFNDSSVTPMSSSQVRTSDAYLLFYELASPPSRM
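Deubiquitinase activity read as fluorescence (485/531 nm) after Ub-CHOP2 cleavage activates the enterokinase reporter on its substrate; USP2 core 10nM, Ub-CHOP2 and substrate 25nM each, 30min compound preincubation then 60min RT; data normalized to NEM, curves fitted.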
uPA surface inh: inhibitors of cell surface uPA generation; cell surface uPA generation assay, qHTS; Potency, µM (doses to about 38.3 µM), without a hit: at the top dose activity change, negative = inhibition, hits mostly inhibitors; actives 0.31% (n = 330,000); active = well fitted inhibition curve with a large enough effect; inconclusive = small, poorly fitted or top-dose-only effect; inactive = no such curve, though single readings can be large or run the other way; tested in mouse RAW 264.7 cells; also: potency is read from the fitted curve at half-maximal effect; % is scaled to controls: 0 for no effect and ±100 for the full control effect; nearly all actives have a fitted effect of over 55% in size
Integrin act MD: activators of alpha7 integrin expression for muscular dystrophy | alpha7betagal myoblasts, beta-gal FDG fluorescence, 48 h | Potency, µM (titrated, usually from 38.3 µM), for the others: at the top dose activation, usual class: activators | actives 0.064% (n = 350,000) | AID 624291;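 also: potency is read from the fitted curve at half-maximal effect; 100% = response of the positive control SU9516; nearly all actives have a fitted effect of over 60% in size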
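Alpha7betagal+/- myoblasts (passage 13) were plated 16-24 hr, then exposed to compounds (1:260 dilution of DMSO stock) for 48 hours at 37C. After MPER lysis, β-galactosidase reporter activity was read as FDG fluorescence (ex 480/em 540) after 30 minutes.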
p53 reactivation: mutant p53 re-activation in reporter cells. Potency, µM (series often up to 92.2 µM), inactives show at the highest dose activity change, positive = activation, hits mostly activators. H1299 p53-A138V BP100-luciferase reporter, luminescence, 24 h. actives 0.063% (n = 320,000); also: potency is read from the fitted curve at half-maximal effect; % of control where 0% means no effect; nearly all actives have a fitted effect of over 45% in size
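p53-null H1299 cells stably carrying temperature-sensitive p53-A138V and a BP100-luciferase reporter were pinned with compounds (4-point, 1:5 series) and held 24 hrs at 37 deg C. Luminescence was read 10 min after detection reagent.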
ELG1 genotoxic: genotoxicity induction in ELG1-luciferase HEK293T cells. HEK293T ELG1-luciferase reporter, luminescence, 16 h. Potency, µM (titrated, usually from 46 µM), for the others: at the top dose activity change, positive = activation, actives largely listed as activators. actives 1.3% (n = 330,000); also: potency is read from the fitted curve at half-maximal effect; % of control where 0% means no effect; nearly all actives have a fitted effect of over 60% in size
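Genotoxic stress is detected as increased luminescence from luciferase-tagged ELG1 in HEK293T cells, measured with ONE-Glo after a 16 hr treatment at 37 °C.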
B2AR arrestin: recruits beta-arrestin to the human beta2-adrenergic receptor; beta-arrestin recruitment to beta2AR, cell-based reporter; Potency, µM (highest dose often 46.1 µM), without a hit: top-dose activation, actives largely listed as activators; P07550; actives 0.02% (n = 330,000);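 also: potency is read from the fitted curve at half-maximal effect; 0% = DMSO controls and full agonism = EC100 isoproterenol or metaproterenol; nearly all actives have a fitted effect of over 65% in size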
Active calls of the source: *; ? = inconclusive; nt = not tested or not shown; & = joins results of further samples; [ ] = another dose, or the depositor's remark. Unless noted, calls follow the shape of the dose curve; as a rule, active = well fitted curve in the direction sought with a large enough effect; inconclusive = small, poorly fitted or top-dose-only effect, or another doubt; inactive = no such curve, though single readings can be large; an effect the other way counts as inactive or inconclusive. Outcome played no part in choosing rows. Share with any hit: about 2.6%.

SMILES,Integrin act MD,uPA surface inh,TSG101-PTAP inh,p53 reactivation,TRPV1 agonist,ELG1 genotoxic,Eya2 inh,B2AR arrestin,USP2a block,BRCA1 expr up,S-ASM inh
CCOC(=O)c1c(C)n(C)c2ccc(OCCN(C)C)cc12,4%,4%,1%,-4%,-4,1%,-24%,-0.4%,6%,1%,-2%
CCOc1cc(NC(=S)NCC2CCCO2)c(OCC)cc1NC(=O)c1cccc(F)c1 (stereo unspecified),-10%,-2%,-1%,1%,24,-7%,6%,6.0%,-1%,-21%,-5%
CN1C(=O)C2(OCC(C)([N+](=O)[O-])CO2)c2ccccc21 (stereo unspecified),6%,0%,-8%,3%,0,-1%,-3%,-0.1%,0%,-18%,-3%
O=C(Nc1cccnc1)c1ccc(S(=O)(=O)c2ccc(Cl)cc2)cc1,5%,3%,1%,1%,?,-21%,-18%,0.0%,2%,-22%,2%
O=C(Nc1ccc(Br)cc1)c1ccc(CSC2=NCCS2)cc1,42%,-1%,-1%,?,?,2%,-5%,-0.5%,1%,61%,-1%
CCOc1ccc(NC(=O)COc2ccc(OC)cc2)cc1,?,2%,-2%,-5%,8,-14%,2%,0.5%,2%,27%,0%
Nc1cccc2c1C(=O)N(Cc1nnc(-c3ccccc3Br)o1)C2=O,0%,2%,-13%,4%,-2,4%,6%,-1.0%,4%,24%,340%[activator]
COCCCNC(=O)C(=O)Nc1cc2c3c(c1)CCC(=O)N3CCC2,13%,-3%,-5%,-7%,0,13%,0%,0.0%,0%,0%,0%
CCOc1ccc(-n2ccc(=O)c(C(=O)Nc3ccc(S(=O)(=O)Nc4ncccn4)cc3)n2)cc1,-7%,3%,-2%,3%,2,4%,-1%,0.0%,3%,-7%,16%
CC(C)c1ccc(NC(=O)CSc2nc3c(c(=O)[nH]2)CCC3)cc1,nt,nt,nt,5%,-3,1%,6%,0.0%,2%,nt,nt
Cc1ccc(S(=O)(=O)NCC(C)NC(=O)CN2CCOCC2)cc1 (stereo unspecified),8%,2%,-6%,5%,-3,0%,5%,-0.1%,0%,-6%,-2%
O=C(c1ccccc1)N1CCOC(O)(c2ccccc2)C1c1ccccc1 (stereo unspecified),10%,4%,-2%,nt,nt,nt,nt,nt,nt,-35%,-4%
COc1ccccc1N1CCN(C(=O)C(C)CS(=O)(=O)c2ccc3c(c2)NC(=O)CS3)CC1 (stereo unspecified),?,-4%,-1%,1%,3,-2%[9.26 µM],5%,0.0%,2%,-18%,1%
O=C(O)CC1NC(=O)N(c2ccc(Cl)cc2)C1=O (stereo unspecified),21%,1%,-1%,-2%,-2,-1%,19%,-0.2%,1%,19%,0%
Cc1cccn2c(=O)c(/C=C(\C#N)S(=O)(=O)c3ccccc3)c(N3CCN(C)CC3)nc12,-9%,1%,-2%,-3%,?,-1%,-2%,-0.4%,2%,-9%,7%
CCCNC(=O)C1CN(S(=O)(=O)c2ccc(Cl)s2)c2ccccc2O1 (stereo unspecified),0%,-14%,2%,7%,?,0%,-27%,-0.1%,2%,3%,0%
CN1C(=O)C(O)(C2OC(C)(C)CCC2=O)c2ccccc21 (stereo unspecified),-24%,-5%,-1%,8%,-5,-1%,-11%,0.3%,4%,1%,2%
COc1ccc(-c2cc(C(=O)N3CCN(c4ncccn4)CC3)c3ccccc3n2)cc1,?,?,-2%,11%,1,0%,13%,0.1%,3%,44%,50%[activator]
CN(CC(=O)NNC(=O)CCNS(=O)(=O)c1ccccc1)S(=O)(=O)c1ccc(Cl)cc1,13%,13%,-2%,-4%,-7,1%,21%,0.1%,2%,22%,nt
CC(C)(C)c1ccc(OCC(=O)N/N=C/c2ccc(N3CCOCC3)cc2)cc1,13%,-2%,-2%,0%,?,0%,-4%,-0.4%,-2%,-32%,31%
CCc1ccc(-c2cc(C)no2)cc1S(=O)(=O)N1CCN(C(=O)c2ccco2)CC1,?,-3%,-4%,-8%,?,0%,-6%,-0.1%,1%,-35%,-9%
c1ccc(OCCN2CCNCC2)cc1,2%,1%,-4%,nt,nt,nt,nt,nt,nt,-20%,2%
Cc1cc(C(=O)Cn2cc(C(F)(F)F)ccc2=O)c(C)n1-c1ccccc1,-4%,-3%,-2%,10%,15,3%,-1%,-0.1%,3%,-28%,0%
CCCCC(=O)NC(c1ccc(C(C)C)cc1)c1ccc2cccnc2c1O (stereo unspecified),0%,?,-3%,?,7,?,-3%,-1.0%,0%,-65%,1%
COc1ccc(CNCc2ccc(C)cc2)c(OC)c1,21%,-4%,-3%,nt,4,-4%,3%,2.7%,1%,-10%,-3%
COc1cc(C(=O)Nc2ccc3c(c2)OCCO3)ccc1-n1cnnn1,-4%,nt,-1%,-2%,0,0%,8%,-0.6%,0%,4%,-1%
C=CC[C@@H](CC(=O)N[C@H](CO)Cc1ccccc1)C(=O)N[C@@H](COC(=O)[C@@H](CC=C)CC(=O)OC(C)(C)C)Cc1ccccc1,-14%,-14%,-2%,2%,nt,-7%,-16%,-0.3%,-5%,-19%,0%
CN=C1N(C)C[C@@H]2[C@@H]3C(=O)N(C)C(=O)[C@@H]3[C@](C)(C(=O)OC)N12,38%,16%,-4%,1%,nt,16%,2%,-0.3%,4%,13%,5%
c1ccc2c(CN3CCOCC3)c3ccccc3c(CN3CCOCC3)c2c1,5%,1%,-6%,-4%,9,1%,17%,-0.4%,-2%,16%,1%
Cc1ccc(NC(=O)c2ncn(CC(=O)NCc3ccc4[nH]ccc4c3)n2)cc1C,7%,?,-2%,17%,nt,9%,2%,3.4%,2%,?,-7%
CCN(C(=O)COC(=O)c1cc2c(s1)CCC(C)C2)c1c(N)n(Cc2ccccc2)c(=O)[nH]c1=O (stereo unspecified),-18%,0%,0%,nt,nt,nt,nt,nt,nt,11%,1%
CC(C)OCCCNC(=O)COCC(=O)Nc1ccc(OCCc2ccccc2)cc1,-10%,-8%,-8%,nt,2,0%,-2%,-0.7%,2%,-4%,-1%
CCN1C(=NCC(C)C)N[C@@H](c2cccc(C(F)(F)F)c2)C(C(=O)OC)=C1C,-37%,-18%,-5%,12%,20&-2,-1%,0%&5%,0.1%&0.3%,1%&1%,-17%,2%
O=C(CN1CCOCC1)NCCNC(=O)CN1CCOCC1,3%,1%,-1%,16%,2,-1%,-4%,0.1%,2%,-43%,4%
O=C(CCCCCn1c(=S)[nH]c2ccc(N3CCOCC3)cc2c1=O)NCc1cccc(Cl)c1,-6%,-7%,1%,-1%,-5,7%,6%,-1.8%,-2%,-27%,53%[activator]
COc1ccc(CC(=O)N/N=C(\C)CC(=O)Nc2ccc(N(C)C)cc2)cc1OC,0%,-4%,6%,5%,-3,2%,-8%,-0.2%,0%,-6%,3%
Cn1nc(C(=O)NCCCN2CCCCC2)c2c1-c1ccccc1SC2,-6%,-4%,-9%,-3%,-2,?,9%,0.0%,2%,3%,0%
CC(C)c1ccccc1OCC(=O)Nc1ccccc1C(=O)N1CCOCC1,24%,5%,nt,-1%,8,-15%,8%,-0.8%,3%,-14%,-1%
COc1ccc(CCN(C)C2CCCN(S(C)(=O)=O)C2)cc1OC (stereo unspecified),1%,2%,0%,nt,0,2%,-3%,0.3%,2%,4%,-5%
Cc1[nH]nc2c1C(c1cccc(O)c1)C1=C(CC(C)(C)CC1=O)N2 (stereo unspecified),-46%[inhibitor],28%,-10%,2%,-1,-3%,-2%,-0.2%,1%,-32%,9%
O=C(Nc1ccc(S(=O)(=O)N2CCCCC2)cc1)C1CCCN(C(=O)c2ccc(Cl)cc2)C1 (stereo unspecified),-12%,-5%,-3%,8%,-1,-1%,7%,-0.5%,-11%,-64%,0%
Cc1cc([N+](=O)[O-])nn1Cn1nc([N+](=O)[O-])cc1C,-15%,-7%,-1%,11%,0,0%,8%,-0.1%,0%,-8%,-3%

An excerpt from above with just USP2a block and ELG1 genotoxic.
| Structure | USP2a block | ELG1 genotoxic |
| --- | --- | --- |
| Cn1nc(C(=O)NCCCN2CCCCC2)c2c1-c1ccccc1SC2 | 2% | ? |
| CC(C)c1ccccc1OCC(=O)Nc1ccccc1C(=O)N1CCOCC1 | 3% | -15% |

Assay outcomes from PubChem BioAssay.
